GLP1R cytotox: qHTS of GLP-1 Receptor Inverse Agonists: Cytotox Screen; 410,000 tested, 0.13% active; Potency, µM (series often up to 38.3 µM), without a hit: at the top dose activity change, negative = inhibition, actives largely listed as inhibitors; AID 624418, 2012; HEK293 cAMP-luciferase reporter cells, luminescence, 24 h;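 also: loss of luciferase light is scored as toxicity; potency is read from the fitted curve at half-maximal effect; % is scaled to controls: 0 for no effect and ±100 for the full control effect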
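1536-well qHTS counterscreen of the MLSMR; 200 cells/uL, 12 h pre-incubation, 23 nL cpd, 24 h at 37 deg C 5% CO2, luciferase detection reagent, 12 min RT, luminescence. Inhibition = undesired.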
Mm-Cpn inhibitor: Inhibitors of TCP-1 ring complex (TRiC) of Methanococcus maripaludis (MmCpn): qHTS | Chaperonin Mm-Cpn (Methanococcus maripaludis) | 330,000 tested, 0.031% active | Potency, µM (top dose mostly 76.9 µM), for the others: at the top dose activity, negative = inhibition, usual class: inhibitors | purified Mm-Cpn ATPase, ADP Transcreener TR-FRET | AID 504842, 2011; also: potency is read from the fitted curve at half-maximal effect; % is scaled to controls: 0 for no effect and ±100 for the full control effect; nearly all actives have a fitted effect of over 80% in size
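Measured: ADP formation by purified Mm-CPN. Conditions: 25 nM protein, 10 uM ATP, Tris pH 7.4 with Mg2+, K+ and DTT, 37°C for 30 min. Detection: Transcreener HTRF after 30 min at room temperature.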
Akt phos inh: HTS Assay for Inhibitors of Akt Phophorylation: Primary Screen; Neuro2A IGF-stimulated pAkt S473 HTRF, 20 min; stronger effect = lower value; activity change, % for hits at 50 µM; 360,000 tested, 0.32% active; AID 651550, 2012; in the data active = activity change below about -80%; inconclusive = mostly about -51% to -80%; also: % is scaled to controls: 0 for no effect and ±100 for the full control effect
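Single-point screen (50 µM final compound) in Neuro2A cells stimulated 20 min with 6 nM IGF at 37 deg C. After lysis, Ser473-phosphorylated Akt read by HTRF (ex 330 nm, em 615/665 nm) as the 665/615 ratio.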
FUS yeast rescue: qHTS for Suppressors of FUS Proteinopathy: Primary screen using FUS-linked yeast assay; Potency, µM (doses to about 76.6 µM), without a hit: top-dose growth rescue (activation), most hits filed as activators; 390,000 tested, 0.24% active; AID 1347120, 2019; S. cerevisiae FUS-expressing, growth rescue, OD600, 24 h;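 also: potency is read from the fitted curve at half-maximal effect; plate controls were DMSO vehicle for no effect and reference control for full effect; nearly all actives have a fitted effect of over 55% in size; some results filed as inactive show a strong effect at the top dose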
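Galactose (2%) drives FUS expression in yeast precultured in raffinose; seeding density OD 0.005. Test compounds incubated 24hr at 30C and 99% humidity before absorbance at 600 nm was measured.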
TDP-43 yeast inh: qHTS of TDP-43 Inhibitors | TDP-43 expressing yeast growth rescue, BacTiter-Glo, 24 h | Potency, µM (highest dose often 46.1 µM), without a hit: at the highest dose growth rescue (activation), hits mostly activators | 410,000 tested, 1.8% active | AID 652104, 2013; also: potency is read from the fitted curve at half-maximal effect; % of control where 0% means no effect; nearly all actives have a fitted effect of over 50% in size
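Galactose-induced TDP-43 yeast, OD600=0.02, compound pinned; 24 hr, 30 deg C; BacTiter-Glo luminescence for growth. Inhibitors of TDP-43 toxicity read as activators.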
GLP-1R inv ag: qHTS of GLP-1 Receptor Inverse Agonists (Inhibition Mode); AID 624417, 2012; HEK293 GLP-1R CRE-luciferase, luminescence, 24 h; GLP-1R form is constitutively active; 410,000 tested, 1.6% active; Potency, µM (top dose mostly 38.3 µM), for inactives: at the highest dose activity change, negative = inhibition, actives largely listed as inhibitors; also: potency is read from the fitted curve at half-maximal effect; % is scaled to controls: 0 for no effect and ±100 for the full control effect; nearly all actives have a fitted effect of over 55% in size
Target sequence (P43220 whole entry, looked up): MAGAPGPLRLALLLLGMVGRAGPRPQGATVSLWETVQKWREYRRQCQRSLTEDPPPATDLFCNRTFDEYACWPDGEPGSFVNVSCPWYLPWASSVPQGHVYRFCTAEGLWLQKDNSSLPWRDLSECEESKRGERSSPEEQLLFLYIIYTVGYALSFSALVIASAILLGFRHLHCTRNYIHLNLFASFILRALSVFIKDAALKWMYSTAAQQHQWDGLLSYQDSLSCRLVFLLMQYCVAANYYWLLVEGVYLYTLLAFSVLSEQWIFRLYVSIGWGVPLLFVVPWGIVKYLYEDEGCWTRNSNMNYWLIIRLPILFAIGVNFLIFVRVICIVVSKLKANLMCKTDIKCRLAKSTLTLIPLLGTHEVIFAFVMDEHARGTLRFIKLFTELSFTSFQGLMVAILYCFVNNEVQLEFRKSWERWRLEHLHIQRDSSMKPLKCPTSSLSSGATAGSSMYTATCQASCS
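Readout was luciferase luminescence, measured 12 min after detection reagent at room temperature. Beforehand, GLP-1R reporter HEK293 cells had sat 12 h, then received compounds for 24 hr at 37 deg C.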
PTHR1 ag: qHTS for PTHR1 Agonists: Primary Screen. Parathyroid hormone/parathyroid hormone-related peptide receptor (Homo sapiens), Q03431. HEK293 GP2 PTHR1 cells, GloSensor cAMP luminescence, 1 h. Potency, µM (titrated, usually from 115 µM), without a hit: at the top dose activation, hits mostly activators. 410,000 tested, 0.075% active. AID 743266, 2014; also: potency is read from the fitted curve at half-maximal effect; nearly all actives have a fitted effect of over 55% in size; some results filed as inactive show a strong effect at the top dose; inactives centre near -15; many of its hits are not listed in these tables
Target sequence (Q03431 whole entry, looked up): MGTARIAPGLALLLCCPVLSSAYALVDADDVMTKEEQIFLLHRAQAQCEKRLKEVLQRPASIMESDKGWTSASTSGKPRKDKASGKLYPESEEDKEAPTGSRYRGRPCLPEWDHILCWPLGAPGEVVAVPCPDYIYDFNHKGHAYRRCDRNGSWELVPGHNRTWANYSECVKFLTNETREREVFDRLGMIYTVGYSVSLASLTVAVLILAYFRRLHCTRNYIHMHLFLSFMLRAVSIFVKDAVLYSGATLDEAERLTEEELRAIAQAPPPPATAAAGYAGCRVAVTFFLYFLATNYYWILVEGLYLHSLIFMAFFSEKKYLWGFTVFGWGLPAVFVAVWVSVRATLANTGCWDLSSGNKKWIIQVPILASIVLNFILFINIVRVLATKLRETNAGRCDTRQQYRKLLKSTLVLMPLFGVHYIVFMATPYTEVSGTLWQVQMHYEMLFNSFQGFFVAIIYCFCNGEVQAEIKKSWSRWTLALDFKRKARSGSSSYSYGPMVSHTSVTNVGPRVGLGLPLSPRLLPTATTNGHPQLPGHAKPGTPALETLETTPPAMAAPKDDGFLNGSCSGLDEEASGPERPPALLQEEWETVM
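HEK-293-derived GP2 cells expressing PTHR1 and a GloSensor cAMP reporter, 3,000/well, plated overnight, given luciferin plus IBMX (each 0.5 mM as added) for 1 h at 37 °C, then compound for 1 h at 37 °C. Luminescence was read after 15 min at room temperature.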
aSyn rescue: qHTS of alpha-syn Inhibitors | Yeast expressing alpha-synuclein, growth rescue, BacTiter-Glo, 24 h | Potency, µM (series often up to 46.1 µM), without a hit: at the highest dose growth rescue (activation), actives largely listed as activators | 370,000 tested, 0.14% active | AID 652106, 2013; also: potency is read from the fitted curve at half-maximal effect; % of control where 0% means no effect; nearly all actives have a fitted effect of over 65% in size
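Galactose-induced alpha-syn yeast (OD600=0.02, raffinose-pregrown) + pinned cpd, 24 hr, 30 deg C; growth by BacTiter-Glo luminescence. Growth restoration scores as activation.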
Abeta rescue: qHTS for compounds that reverse cellular toxicity of Amyloid beta (A-beta) peptide in yeast: Primary Screen | Potency, µM (highest dose often 46.1 µM), for the others: at the highest dose growth rescue, most hits filed as activators | 410,000 tested, 0.063% active | yeast expressing A-beta42, growth rescue, OD600, 48 h; response scale: 0% DMSO, 100% iron-clioquinol control; also: potency is read from the fitted curve at half-maximal effect; nearly all actives have a fitted effect of over 55% in size
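Yeast growth medium received pinned compounds, then yeast cells expressing toxic A-beta were added; plates incubated at 30 C for 48 hr. Growth read as absorbance at 600 nm, normalized to DMSO and equimolar FeCl3 plus clioquinol controls.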
Numbers without * were called inactive; i = inactive; ? = inconclusive; . = no result given; [ ] = remark or other dose. Unless noted, calls follow the shape of the dose curve; as a rule, active = well fitted curve in the direction sought with a large enough effect; inconclusive = small, poorly fitted or top-dose-only effect, or another doubt; inactive = no such curve, though single readings can be large; an effect the other way counts as inactive or inconclusive. Some of the compounds tested, so the mix of outcomes need not match the whole.

SMILES	GLP1R cytotox	Mm-Cpn inhibitor	Akt phos inh	FUS yeast rescue	TDP-43 yeast inh	GLP-1R inv ag	PTHR1 ag	aSyn rescue	Abeta rescue
CCCC(c1nnnn1C1CCCCC1)N1CCN(C2CCCC2)CC1 (stereo not drawn)	-21%	-2%	i	-9%	10%	0%	-16%	5%	5%
FC(F)(F)c1cc(-c2ccco2)nc(-n2nnc3ccccc32)n1	1%	3%	i	9%	-12%	7%	i	-7%	-4%
O=C(C1=NNCC1c1ccc(Cl)cc1)C1CO1 (stereo not drawn)	1%	1%	i	-11%	7%	?	-18%	-11%	-8%
COc1ccc(-c2noc(COc3ccc(Cl)c(C)c3)n2)cc1	4%	0%	i	-28%	18%	5%	i	-1%	-12%
O=C(NCc1ccccc1)c1onc(CSc2ccccn2)c1C(=O)NCc1ccccc1	1%	-1%	i	26%	6%	?	-21%	5%	1%
O=C(NC1CCN(C(=O)Nc2ccccc2Cl)CC1)c1ccccc1	-11%	0%	i	-41%	?	5%	i	0%	-3%
CCC1CCCCN1C(=O)Nc1cc(Cl)ccc1OC (stereo not drawn)	-7%	0%	i	-17%	-4%[0.397 µM]	1%	i	0%	-2%
O=C(COc1cccc([N+](=O)[O-])c1)NN1C(=O)c2ccccc2C1=O	0%	2%	i	10%	11%	13%	i	4%	15%
COCCNCC(=O)N1CCCCCC1	0%[0.307 µM]	-3%	i	-2%	1%	-1%[0.307 µM]	i	-1%	15%
COc1cc(C)ccc1S(=O)(=O)N1CCCCCC1	-1%	1%	i	5%	11%	?	-15%	12%	11%

The last three records of the section before come first, to join the parts.
SMILES	GLP1R cytotox	Mm-Cpn inhibitor	Akt phos inh	FUS yeast rescue	TDP-43 yeast inh	GLP-1R inv ag	PTHR1 ag	aSyn rescue	Abeta rescue
O=C(COc1cccc([N+](=O)[O-])c1)NN1C(=O)c2ccccc2C1=O	0%	2%	i	10%	11%	13%	i	4%	15%
COCCNCC(=O)N1CCCCCC1	0%[0.307 µM]	-3%	i	-2%	1%	-1%[0.307 µM]	i	-1%	15%
COc1cc(C)ccc1S(=O)(=O)N1CCCCCC1	-1%	1%	i	5%	11%	?	-15%	12%	11%
O=C(N/N=C/c1sc(=O)[nH]c1-[n+]1ccc2ccccc2c1)c1ccccc1[O-]	13%	-5%	i	?	8%	9%	-37%[inhibitor]	26%	7%
O=C(CSc1nnc(CNC(=O)c2ccccc2)o1)c1ccccc1	14%	3%	i	13%	0%	38%[activator]	-31%[inhibitor]	-2%	-11%
Cc1ccc(CCNc2nc3c(S(=O)(=O)c4ccccc4)nnn3c3ccsc23)cc1	3%	.	.	-6%	-1%	-8%	-21%	.	4%
C=CCSc1nc2c(c(=O)[nH]c(=O)n2C)n1C(C)C	-8%	1%	i	-19%	18%	71%[activator]	-6%	-17%	-21%
Cc1ccc(OCCNC(=O)c2ccc3ccccc3n2)cc1	-8%	0%	i	-22%	-6%	-13%	?	11%	-27%
COc1ccc(C(=O)c2cnc3ccccc3c2-c2ccccc2)cc1	-21%	0%	i	24%	35µM*	?	i	13%	-22%
CCOc1ccc(C2c3c(oc4ccccc4c3=O)C(=O)N2CCCN2CCOCC2)cc1OCC (stereo not drawn)	4%	0%	i	12%	0%	6%	-12%	1%	4%
COc1ccc(/C=N/NC(=O)CCn2nc(C)cc2C)cc1O	-9%	0%	i	-16%	-3%	-2%	-16%	-13%	7%
O=C(COc1ccc([N+](=O)[O-])cc1)NNC(=O)C1COc2ccccc2O1 (stereo not drawn)	1%	.	i	-38%	1%	1%	1%	0%	4%
CCOc1cccc(/C=C2/NC(=O)N(CC(=O)Nc3cccc(C)c3)C2=O)c1O	19%	0%	i	26%	-23%	-14%	-8%	-3%	0%
CCCCn1c(SCC(=O)c2ccccc2)nc2ccsc2c1=O	2%	-3%	i	-6%	15%	?	-15%	1%	-3%
C=CCNc1nc(-c2ccc([N+](=O)[O-])cc2)cs1	25%	-2%	i	19%	?	-18%	-24%	3%	16%
COc1c(NC(C)=O)c2c(c([N+](=O)[O-])c1OC)C(=O)OC2	0%	.	i	-10%	4%	-20%	i	-11%	-5%
Cn1cc(S(=O)(=O)Nc2ccc3c(c2)OCCO3)cn1	-5%[7.66 µM]	3%	i	4%	-13%[9.22 µM]	-19%[7.66 µM]	i	-2%	-8%
O=C(NCc1cccnc1)C1CCN(Cc2cc3ccccc3n2Cc2ccccc2)CC1	-7%	.	.	9%	5%	7%	i	.	-10%
Cc1ccccc1-c1ccnc2c(-c3ccc(F)cc3)c(C)nn12	6%	.	.	43%	?	?	-84%[inhibitor]	.	-19%
Cc1ccc(CNC(=O)c2c(-c3ccc(Br)cc3)noc2C)o1	4%	.	.	17%	0%	?	i	.	-12%
CC(C)(C)n1nnnc1C(c1cccc(C#N)c1)N1CCCc2ccccc21 (stereo not drawn)	3%	-1%	.	32%	-2%	-3%	i	-13%	1%
O=C(NCc1ccccc1)N1CCN(CCO)CC1	-1%	.	i	1%	0%	15%	-18%	0%	2%
CCOC(=O)N1CCN(C(=O)CN(c2cccc(Cl)c2C)S(=O)(=O)c2ccc(C)cc2)CC1	4%	.	.	?	26%	?	-2%	21%	-14%
C=CCN(c1ccccc1)S(=O)(=O)c1cccc(C(=O)Oc2ccc3c(C)cc(=O)oc3c2)c1	29%	-6%	i	19%	6%	-13%	-13%	18%	-1%
O=C1C(=O)N(Cc2cccnc2)C(c2ccccn2)/C1=C(/O)c1ccccc1 (stereo not drawn)	-7%	1%	i	8%	3%	2%	i	1%	-3%
Cc1cccc(C)c1OCc1cc(C(=O)N(C)Cc2nc3ccccc3[nH]2)no1	-1%	-1%	i	.	-10%	?	-61%[inhibitor]	7%	2%
CC(c1ccc2c(c1)OCO2)n1c(=S)[nH]c2ccccc2c1=O (stereo not drawn)	0%	2%	i	-5%	1%	-29%	i	0%	?
O=C(COc1ccc([N+](=O)[O-])cc1)N/N=C/c1cc([N+](=O)[O-])ccc1N1CCOCC1	11%	-2%	i	.	0%	28%	-18%	-5%	3%
CCN1C(=O)[C@H]2[C@@H](c3ccc(OC)cc3)N3C(=O)CN(CCOC)C(=O)[C@@]3(C)[C@H]2C1=O	-8%	0%	i	-3%	3%	2%	-16%	-8%	1%
CON/C=C(\C=Nc1ccccc1)c1ncc(C(F)(F)F)cc1Cl	-6%	1%	i	-10%	0%	0%	-11%	5%	0%
COc1ccccc1CNC(=O)CN1C(=O)C(C)N(c2ccc(C)cc2)C1=O (stereo not drawn)	7%	-1%	i	-6%	17%	-18%	-29%	2%	13%
CCc1ccc(NC(=O)C(C)n2nc(C)c([N+](=O)[O-])c2C)cc1 (stereo not drawn)	-8%	2%	i	4%	-9%[9.22 µM]	-18%	i	3%	-3%
Nc1[nH]nc2ncc3cc4ccccc4nc3c12	7%	-2%	i	22%	3%	83%[activator]	-2%	?	-6%
Cc1cccc(Cn2c(C)nc3c(N)c(C)c(C)cc32)c1	3%	-4%	i	-4%	17%	?	i	3%	-9%
CCc1cc(C(=O)O)c(NC(=O)C(c2ccccc2)c2ccccc2)s1	-6%	-3%	i	14%	8%	23%	i	2%	14%
Cc1nn(Cc2ccccc2Cl)c(C)c1NC(=O)CCCn1nc([N+](=O)[O-])c(Cl)c1C	10%	0%	i	31%	15%	?	-30%	0%	-6%
CSc1nc(N)nc(SCC(=O)Nc2ccc(Cl)cc2)c1C#N	3%	-9%	i	6%	-1%	0%	10%	1%	0%
CC1=C([N+](=O)[O-])C(c2ccccc2)NC(=O)N1 (stereo not drawn)	14%	-3%	i	-11%	20%	7%	i	-9%	-1%
CS(=O)(=O)N1CCN(C(=O)CCc2ccccc2)CC1	0%	3%	i	-4%	2%	3%	i	2%	-2%
CC1(NC(=O)CN2CCN(c3cnn(-c4ccccc4)c(=O)c3Cl)CC2)CCS(=O)(=O)C1 (stereo not drawn)	3%	-1%	i	-4%	8%	2%	-17%	1%	-10%
O=C(NCCc1c[nH]c2ccccc12)C(=O)NCC1CCCO1 (stereo not drawn)	-4%	1%	i	-38%	10%	2%	i	3%	0%
COc1cccc(CN2CCc3[nH]c(=S)[nH]c(=O)c3C2)c1	4%	2%	i	-13%	1%	2%	i	2%	-1%
CCC(C)(C)NC(=O)C(c1ccccc1F)N(C(=O)c1ccn[nH]1)c1ccccc1 (stereo not drawn)	-26%	1%	i	28%	-6%	?	i	-3%	7%
O=c1c(C(c2ccc(F)cc2)c2c(O)nc3n(c2=O)CCS3)c(O)nc2n1CCS2	17%	-2%	i	-3%	15%	9%	-2%	-6%	3%
Nc1cc(N)cc(C(=O)Nc2ccc3c(c2)C(=O)NC3=O)c1	1%	1%	i	32%	-11%	2%	i	-12%	9%
Cc1noc(C)c1COc1cccc(C(=O)N2CCc3ccccc32)c1	-8%	-2%	i	8%	?	?	-29%	4%	-10%
